Compound activity from PubChem.
S3 lipid droplet: qHTS Assay for Lipid Storage Modulators in Drosophila S3 Cells | Drosophila S3 cells, BODIPY lipid droplet fluorescence, 18-24 h; cells fed with added oleic acid | Potency in µM for hits, for the others lipid storage change, negative = inhibition, % at the top dose, mostly 46.1 µM | 0.64% of 320,000 active | AID 2685; active means well fitted inhibition curve with a large enough effect in the signal ratio, with a control signal flat, not every such curve was filed as active; inconclusive means small, poorly fitted or top-dose-only effect, or effect the other way, or a change in a side signal; the % refers to the signal ratio
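Drosophila S3 cells got compounds at several concentrations plus oleic acid (400 uM solution). Laser-scanning cytometry with 488 nm excitation read lipid droplets at 500-530 nm and cells at 575-640 nm. Percent activity was relative to 20 uM Triacsin C.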
S3 lipid droplet cell count max: further read-out of S3 lipid droplet, marked with its call; cell number change, %; measured here: cell count max response;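 cells counted by Cell Tracker Red CMTPX staining in the red channel; peak over a dose series mostly up to 46.1 µM; percent activity relative to internal control wells on each plate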
Active calls of the source: *; i = inactive; ? = inconclusive; . = not tested or not shown; [ ] = remark or other dose. On the % scale 0 is the no-effect control and ±100 the full control effect; potency means the concentration at half of the fitted maximal effect.

SMILES	S3 lipid droplet	S3 lipid droplet cell count max
Fc1cc(Br)ccc1COc1ccc(-c2nnco2)cc1	?	.
Nc1nc(Nc2ccccc2F)nc(NC2CCCCC2)c1[N+](=O)[O-]	?	.
O=C(N/N=C/c1ccco1)C12CC3CC(CC(C3)C1)C2	-8%	-15
COCCn1nnnc1CN(Cc1ccco1)Cc1cc2cc3c(cc2[nH]c1=O)OCO3	?	.
CC(=O)c1cccc(NC(=O)C2CCCN2S(=O)(=O)c2cccc3nsnc23)c1 (stereo not given)	13%[9.22 µM]	.
Cc1nn(-c2ccc(F)cc2)c(C)c1/C=C/C(=O)N1CCNC(=O)C1	-5%	5
CCOC(=O)c1ccc(COC(=O)CCc2nc3ccccc3[nH]c2=O)o1	9%	13
CCCN1CN=C(NS(=O)(=O)c2ccc(C)cc2)NC1	-2%	-1
COc1ccc(-c2ccc(C#N)c(SCC(=O)NCCc3ccccc3)n2)cc1OC	3%	1
COc1cccc(N2CCN(C(=O)c3nc4nc(C)cc(C)n4n3)CC2)c1	-19%	14
O=C(/C=C/Nc1ccc(Br)cn1)c1cccc(OC(F)F)c1	0%	17
CCC(OC(=O)c1ccco1)C(=O)NCc1ccc2c(c1)OCO2 (stereo not given)	?	.
CC(=O)Nc1cccc(C(=O)N/N=C/c2cccc(C)n2)c1	i	0
COc1cccc(NC(=O)N2CCC(C(=O)Nc3ccc(C)cc3C)CC2)c1	9%	-1
O=C(Nc1ccc2nc(-c3ccc(Br)o3)[nH]c2c1)c1ccco1	?	.
CC(=O)N1CCc2cc(Br)cc(S(=O)(=O)CCC(=O)Nc3c(C)n(C)n(-c4ccccc4)c3=O)c21	-9%	-12
CCC(C)Nc1nc(Cl)nc(N(C#N)CN2C(=O)c3ccccc3S2(=O)=O)n1 (stereo not given)	i	.
COc1ccccc1CC(=O)N1CCN(S(=O)(=O)c2cccs2)CC1	?	.
COc1cc(C(=O)NCc2ccc(-c3nc4ccccc4s3)cc2)cc(OC)c1OC	?	.
Clc1ccc(OCCn2cnc3ccccc32)c(Cl)c1	?	.
COc1ccc(C)cc1NC(=O)CNC(C)C(=O)Nc1ccc(C(C)=O)cc1 (stereo not given)	9%	6
CCc1n[nH]c(=S)n1/N=C/c1ccc(N(CC)CC)cc1	19%	-5
CCc1ccc(C(=O)C(C)OC(=O)c2cccc(S(=O)(=O)N3CCOCC3)c2)cc1 (stereo not given)	?	.
CCN(C(=O)CSc1cc(C)c2cccc(C)c2n1)C1CCS(=O)(=O)C1 (stereo not given)	i	.
COc1cc(/C=N/NC(=O)c2ccccc2O)ccc1OC(=O)CC1SC(=O)NC1=O (stereo not given)	?	.
N=c1n(CC(=O)c2ccc(Br)s2)c2ccccc2n1Cc1ccccc1	?	.
O=c1[nH]c(/C=C2\C=Nc3ccccc32)c(O)n1Cc1ccccc1F	?	.
C/C(CCc1ccc2c(c1)OCO2)=N\N=C(/N)SC1CC(=O)N(c2ccccc2F)C1=O (stereo not given)	-14%	-10
Cc1cccc(Nc2nc(Cl)ncc2F)c1C	?	.
O=C1CCC(C(=O)N2CCCCCCC2)CN1Cc1cccc(C(F)(F)F)c1 (stereo not given)	-7%	12

A second format for some results above:
SMILES,S3 lipid droplet,S3 lipid droplet cell count max
COc1cc(C(=O)NCc2ccc(-c3nc4ccccc4s3)cc2)cc(OC)c1OC,?,.
CCN(C(=O)CSc1cc(C)c2cccc(C)c2n1)C1CCS(=O)(=O)C1 (stereo not given),i,.

(more compounds)
SMILES	S3 lipid droplet	S3 lipid droplet cell count max
NC[C@H](Cc1ccccc1)NCCCCC1CCCCC1	?	.
CC(C)CNC(=O)COC(=O)/C=C/c1ccccc1[N+](=O)[O-]	?	.
O=C(CC1(O)C(=O)N(C/C=C/c2ccccc2)c2ccccc21)c1ccccn1 (stereo not given)	?	.
COc1cc(/C=N/NC(N)=S)ccc1OCC(=O)Nc1ccc(C)c(C)c1	?	.
O=C(NCCCn1ccnc1)c1ccc(S(=O)(=O)N2CCCCCC2)cc1	0%	1
COC(=O)CN(c1ccc2c(c1)OCCO2)S(=O)(=O)c1ccccc1	6%	-1
COc1ccccc1NC(=O)NCCc1c[nH]c2ccccc12	?	.
CCOCCn1c(CN2CCN(C)CC2)nc2c1c(=O)n(C)c(=O)n2C	-8%	5
CCCNC(=O)CSc1n[nH]c(=O)n1CCc1ccccc1	9%	0
O=C(COc1ccc(Cl)cc1Cl)NC(=S)Nc1ccc(CN2CCOCC2)cc1	?	.
COc1cc2c(cc1O)C(Cc1ccc(O)cc1)NCC2 (stereo not given)	10%	-10
COC(=O)C1=C(C)N(C)C(C)=C(C(=O)OC)C1c1ccccc1C	17%	-7
COc1ccc2c(c1OC)C(=O)N(c1ccc(OCc3ccccc3)cc1)C2=O	-11%	-6
CCCCN(CC)CCNC(=O)c1cc2c(=O)[nH]c3ccc(C)cc3c2s1	?	.
CCCc1ccc(OCc2ccc(C(=O)O)o2)c(OC)c1	i	.
CSc1nc2ccc(Nc3nc(N4CCOCC4)nc(N4CCOCC4)n3)cc2s1	?	.
COC(=O)C1=C(C)N(C)C(=O)NC1c1c(O)ccc2ccccc12 (stereo not given)	-24%	6
COc1ccc(C(=O)Nc2ccc(-c3cn4ccsc4n3)cc2)cc1S(=O)(=O)N1CCOCC1	14%	-13
Clc1ccc(Cc2ccc(SCc3ccccc3)nn2)c(Cl)c1	-13%	-8
CCOC(=O)C1=NNC(C(=O)c2ccccc2)C1c1ccc(Cl)cc1 (stereo not given)	?	.
COc1ccc(CNC(=O)CS(=O)(=O)Cc2nc(-c3ccc(OC)cc3)oc2C)cc1	?	.
CC(=O)c1c(C)[nH]c(C(=O)OCC(=O)N(C)c2c(N)n(Cc3ccccc3)c(=O)[nH]c2=O)c1C	15%	16
CCOC(=O)c1ccc(NC2c3ccccc3C(=O)N2c2cccnc2)cc1 (stereo not given)	?	.
COc1ccc(C(=O)N2CCC(C(=O)Nc3cccc(C)c3)CC2)cc1OC	15%	6
CCCCCCn1c(=O)c(F)cn(Cc2ccc(OC)c([N+](=O)[O-])c2)c1=O	?	.
COc1cc(C(CCN2CCCC2)c2c(OC)cc(OC)c3c(-c4ccccc4)cc(=O)oc23)cc(OC)c1OC (stereo not given)	17%	1
COCCCNC(=O)CCN1N=C(c2ccccc2)CCC1=O	?	.
COc1cccc(NC(=O)c2ccccc2Oc2ccccc2)c1	?	.
Nc1cc(=O)[nH]c2nnc(SCC(=O)Nc3cccc4ccccc34)n12	-21%	15
CC(=O)NCC(=O)N1CCCC(C(=O)c2ccc(Oc3ccccc3)cc2)C1 (stereo not given)	-5%	2
O=C(NCc1ccccc1)C(c1ccc(F)cc1)N(C(=O)c1csnn1)C1CCCC1 (stereo not given)	i	15
CC(C)C(=O)Nc1cc2c3c(c1)CCC(=O)N3CCC2	-6%	.
CC(C)NCC(O)c1cc(O)cc(O)c1 (stereo not given)	6%	23
COc1ccc(Cl)cc1NC(=O)NCCN1CCNC1=O	-5%	-16
CN(C)CCCNC(=O)CC(c1ccc(F)cc1)c1ccco1 (stereo not given)	-15%	-12
COc1ccccc1C(=O)C1CCCN(C(=O)c2ccc(C(C)=O)s2)C1 (stereo not given)	i	-15
O=C(c1cc(Br)ccc1Cl)N1CCN(c2ncccn2)CC1	9%	17
COc1ccc(C(=O)CNc2cccc(F)c2)cc1	?	.
CC(=O)Nc1ccc(Nc2cc(C)nc3c(-c4ccc(Cl)cc4)c(C)nn23)cc1	?	.
CSc1cc(-c2ccc(Cl)cc2)n(Cc2ccccc2)c(=O)c1C#N	?	.
S=c1sc2c(Cl)ncnc2n1-c1ccccc1	1%	-8
CCOc1ccc(S(=O)(=O)Nc2cccc(C(=O)N3CCN(c4cccc(OC)c4)CC3)c2)cc1	?	.
CN1CCN(NC(=O)c2cc(-c3ccccn3)nc3ccccc23)CC1	6%	28
O=C(CCC(=O)N(CC(=O)NC1CCCCC1)c1ccc(F)cc1)Nc1ccccn1	-2%	11
O=C(NCCN1C(=O)CCC1=O)c1ccncc1	-10%	-7
COc1ccc(C(=O)NCC(=O)N2CCCCC2)cc1OC	?	.
CCOC(=O)CSc1nnc(-c2ccoc2C)n1-c1ccc(C)cc1	7%	9
O=C1CN(O)C=C2N=c3ccccc3=C2N1c1ccc([N+](=O)[O-])cc1	?	.
COC(=O)C(NC(=O)c1ccc(Cl)cc1)(Nc1nc(C)cs1)C(F)(F)F (stereo not given)	-8%	-5
COc1ccc2oc(C(=O)NC(C)(C)C)c(C)c2c1	?	.
O=c1[nH]c(C(F)(F)F)nc2ccc3ccccc3c12	i	3
CC(=O)Nc1ccc(S(=O)(=O)Nc2nc3ccccc3nc2Nc2ccc(S(N)(=O)=O)cc2)cc1	12%	2
COc1ccc2nc(Cl)c(C3CC(c4ccco4)=NN3C(=O)CCCC(=O)O)cc2c1 (stereo not given)	-15%	-9
CCc1ccc(OCC(=O)NCCOc2ccccc2)cc1	?	.
COc1ccccc1C1=NOC(C(=O)N2CCN(C(=O)c3ccco3)CC2)C1 (stereo not given)	?	.
CC(C)(C)NC(=O)NC(=O)CSc1nnc(-c2ccccc2F)n1N	i	17
COc1ccc(NS(=O)(=O)c2ccc3oc(Nc4ccc5c(c4)OCCO5)nc3c2)cc1	?	.
CC(C)CC1NC(=O)N(CC(=O)N2c3ccccc3NC(=O)C2(C)C)C1=O (stereo not given)	?	.
CC12CC(c3ccccc3O1)N(C(=O)c1ccco1)C(=S)N2c1ccccc1 (stereo not given)	?	.
N#CCCN1C(=O)C2(OCCO2)c2ccccc21	0%	16

Laid out differently: 19 of the compounds above
Molecule,S3 lipid droplet,S3 lipid droplet cell count max
CSc1cc(-c2ccc(Cl)cc2)n(Cc2ccccc2)c(=O)c1C#N,?,.
S=c1sc2c(Cl)ncnc2n1-c1ccccc1,1%,-8
CCOc1ccc(S(=O)(=O)Nc2cccc(C(=O)N3CCN(c4cccc(OC)c4)CC3)c2)cc1,?,.
CN1CCN(NC(=O)c2cc(-c3ccccn3)nc3ccccc23)CC1,6%,28
O=C(CCC(=O)N(CC(=O)NC1CCCCC1)c1ccc(F)cc1)Nc1ccccn1,-2%,11
O=C(NCCN1C(=O)CCC1=O)c1ccncc1,-10%,-7
COc1ccc(C(=O)NCC(=O)N2CCCCC2)cc1OC,?,.
CCOC(=O)CSc1nnc(-c2ccoc2C)n1-c1ccc(C)cc1,7%,9
O=C1CN(O)C=C2N=c3ccccc3=C2N1c1ccc([N+](=O)[O-])cc1,?,.
COC(=O)C(NC(=O)c1ccc(Cl)cc1)(Nc1nc(C)cs1)C(F)(F)F (stereo not given),-8%,-5
COc1ccc2oc(C(=O)NC(C)(C)C)c(C)c2c1,?,.
O=c1[nH]c(C(F)(F)F)nc2ccc3ccccc3c12,i,3
CC(=O)Nc1ccc(S(=O)(=O)Nc2nc3ccccc3nc2Nc2ccc(S(N)(=O)=O)cc2)cc1,12%,2
COc1ccc2nc(Cl)c(C3CC(c4ccco4)=NN3C(=O)CCCC(=O)O)cc2c1 (stereo not given),-15%,-9
CCc1ccc(OCC(=O)NCCOc2ccccc2)cc1,?,.
COc1ccccc1C1=NOC(C(=O)N2CCN(C(=O)c3ccco3)CC2)C1 (stereo not given),?,.
CC(C)(C)NC(=O)NC(=O)CSc1nnc(-c2ccccc2F)n1N,i,17
COc1ccc(NS(=O)(=O)c2ccc3oc(Nc4ccc5c(c4)OCCO5)nc3c2)cc1,?,.
CC(C)CC1NC(=O)N(CC(=O)N2c3ccccc3NC(=O)C2(C)C)C1=O (stereo not given),?,.

(next part)
SMILES	S3 lipid droplet	S3 lipid droplet cell count max
CN(CC(=O)NCC(c1ccco1)N1CCCCC1)S(=O)(=O)c1ccc(Cl)cc1 (stereo not given)	?	.
Cc1[nH]c2ccccc2c1C(c1ccncc1)N1CCCCC1 (stereo not given)	?	.
COc1ccc(S(=O)(=O)N2CCN(C(=O)CCc3c[nH]c4ccccc34)CC2)cc1	i	9
O=C(NC1CCCCCCC1)C1CCCN(S(=O)(=O)c2cnc[nH]2)C1 (stereo not given)	7%	8
CC1CCN(CC(=O)Nc2nccs2)CC1	?	.
CCOC(=O)c1c(N2C(=O)CC(Sc3ccccc3C(=O)O)C2=O)sc2c1CCCC2 (stereo not given)	5%	-9
CN(Cc1ccccc1)C(=O)c1[nH]cnc1C(=O)NCc1ccccc1	i	-21
O=C(O)c1ccc(NC(=O)c2cccc(NC(=O)c3cccs3)c2)cc1	2%	5
CC(Sc1nc(N2CCCCC2)c2c(c1C#N)CCCC2)C(=O)O (stereo not given)	?	.
COc1ccccc1N(CC(=O)NC(C)C)S(=O)(=O)c1cccs1	4%	-3
CC(=O)NS(=O)(=O)c1ccc(NC(=S)NC(=O)C(C)C)cc1	?	.
Cc1ccc(CCN2CC(C(=O)NCCN3CCOCC3)CC2=O)cc1 (stereo not given)	?	.
Cc1sc2ncn(CC(=O)N3CCN(c4ccc(F)cc4)CC3)c(=O)c2c1S(=O)(=O)N1CCOCC1	?	.
CC1(C)C(=O)C2(CCCCC2)C(=O)OC1c1cccs1 (stereo not given)	?	.
CC(NC(=O)CN1C(=O)NC(C)(c2cccc3ccccc23)C1=O)c1ccccc1 (stereo not given)	?	.
COc1ccc2[nH]cc(C(=O)CN3CCCC(C)(C)C3)c2c1	?	.
CC(C)=CCCC1=CCC2C(=O)NNC(=O)C2C1 (stereo not given)	0%	7
COc1ccc(NC(=O)CN2CCCC2)cc1	i	-24
CN(CCOC(=O)C1c2ccccc2Oc2ccccc21)C(C)(C)C	4%	-4
CC1(C)CC(=O)C2=C(C1)N(c1ccc(F)cc1)C(=O)CC2c1ccsc1 (stereo not given)	?	.
O=C(Nc1ccc2c(c1)CCC2)c1cccs1	i	2
CC1CCCC(C(=O)O)N1C(=O)CCS (stereo not given)	?	.
O=C(O)/C=C/C(=O)N1CCN(S(=O)(=O)c2cc(C(F)(F)F)ccc2Cl)CC1	0%	-15

These rows are one share of the data, so the mix of outcomes need not match the whole.
